# Screening results from PubChem BioAssay.
# HTR5A ag – activates human HTR5A in OPRM1-OPRD1 agonist counter-screen | HTR5A agonist assay, luminescence, cell-based | activation, % at 9.3 µM | hit rate 0.61% among 340,000; in the data active means activation mostly above about 9.5%, no sharp cut-off; inactive means mostly below about 7.6%;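 further: 0% = cells with vehicle only and 100% = reference agonist; strong numbers were not always called active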
# CDK5 p35 inh – blocks human CDK5/p35 kinase activity. Q00535+Q15078. inhibition, % at 10 µM. Recombinant CDK5/p35, ADP-Glo luminescence, 60 min. hit rate 0.01% among 330,000;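 active means highest replicate inhibition of at least 50% and at least 75% of replicates reaching 50%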;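 further: plate controls were DMSO neutral control for no effect and GW8510 at 10 µM for full effect; many of its hits are not listed in these tables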
# phage Ecoli inh – E. coli growth loss with phage present; growth absorbance; inhibition, % at 11.9 µM; hit rate 0.26% among 360,000; in the data active means inhibition above about 11%
# PKA-R1A act – activators of PKA-R1A complex; P00514+P68181; PKA-R1A dissociation, Cy5-IP20 fluorescence polarization; scaled: DMSO 0%, 113 µM cGMP 100%; activation, % at 11.4 µM; hit rate 0.083% among 340,000; AID 504707;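 active means percent activation above the mean of all tested compounds plus 3 SD, cut at about 19% in these data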;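 further: higher means more PKAc released from R1A so a rise in polarization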
# Ecoli viability – counter-screen for AddAB inhibitors: E. coli growth inhibition. E. coli V3065 growth, OD600 absorbance, 18 h. inhibition, % at 11.9 µM. hit rate 0.27% among 330,000. AID 449728;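 active means inhibition above the campaign's mean inhibition across all tested compounds plus 3 SD, cut at about 9.9% in these data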;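 further: uninfected addAB+ strain grown without phage in ampicillin broth; 0% = DMSO wells and 100% = ciprofloxacin 0.95 µg/ml wells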
# HTR5A inv ctr – counter-screen for OPRM1-OPRD1 inverse agonists: human HTR5A inverse agonism. HTR5A cell line, luminescence. inhibition, % at 9.3 µM. hit rate 0.083% among 340,000; in the data active means inhibition mostly above about 23%, no sharp cut-off; inactive means mostly below about 18%;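 further: 0% = cells with DMSO and 100% = no-cell wells with DMSO; some compounds called inactive have numbers as strong as hits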
# SUMO Mot1 rescue – blocks SUMOylation pathway, rescuing yeast Mot1-301 growth; growth rescue, % at 18.8 µM; hit rate 1% among 320,000; S. cerevisiae Mot1-301 growth rescue, ATP luminescence, 38.5C; percent above DMSO median, 100 means doubled;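 active means every valid replicate shows activation above 250% relative to neutral control wells; inactive means the rest, any valid replicate at or below 250%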;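 further: OY570 slx delta 5 strain wells were the positive control but not used for scaling; some compounds called inactive have numbers as strong as hits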
# DAGLB inhibitor – blocks human DAGLB lipase activity | Q8NCG7 | inhibition, % at 5.17 µM | HEK293T DAGLB membrane lysate, EnzChek fluorogenic substrate | hit rate 0.059% among 340,000; in the data active means inhibition above about 34%;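 further: 0% = enzyme with vehicle and 100% = wells lacking enzyme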
# Target sequence (Q8NCG7 whole entry, looked up): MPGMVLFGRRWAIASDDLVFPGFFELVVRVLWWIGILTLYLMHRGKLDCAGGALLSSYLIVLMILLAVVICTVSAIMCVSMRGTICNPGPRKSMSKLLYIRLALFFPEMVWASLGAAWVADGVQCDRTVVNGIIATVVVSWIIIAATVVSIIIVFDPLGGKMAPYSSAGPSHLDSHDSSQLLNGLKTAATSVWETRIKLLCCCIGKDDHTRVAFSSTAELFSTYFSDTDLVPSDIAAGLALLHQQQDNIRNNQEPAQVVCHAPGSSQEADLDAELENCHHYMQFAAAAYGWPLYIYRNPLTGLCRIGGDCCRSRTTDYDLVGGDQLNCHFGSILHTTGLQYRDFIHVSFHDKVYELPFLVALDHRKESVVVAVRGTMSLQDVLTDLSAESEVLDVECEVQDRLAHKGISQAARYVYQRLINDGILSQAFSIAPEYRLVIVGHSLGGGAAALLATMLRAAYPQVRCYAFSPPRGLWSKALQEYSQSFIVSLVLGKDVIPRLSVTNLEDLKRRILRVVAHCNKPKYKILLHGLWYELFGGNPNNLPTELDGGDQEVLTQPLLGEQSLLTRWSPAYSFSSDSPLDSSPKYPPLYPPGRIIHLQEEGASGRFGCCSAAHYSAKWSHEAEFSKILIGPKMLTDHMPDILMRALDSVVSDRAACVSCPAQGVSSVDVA
# PKA-R2B act – activates the human PKA-R2B holoenzyme complex; P22694+P31323; PKA-R2B holoenzyme dissociation, Cy5-IP20 fluorescence polarization; R2B truncated from residue 108, S112A mutant; 0% DMSO only, 100% 113 µM cGMP; activation, % at 11.4 µM; hit rate 0.079% among 340,000; AID 504700;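 active means activation above a cutoff set at the mean over all compounds plus 3 SD, cut at about 18% in these data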;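 further: higher means more holoenzyme dissociation and a rise in polarization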
# Target sequence (P31323 whole entry, looked up, other chains not shown, the tested form may be a part): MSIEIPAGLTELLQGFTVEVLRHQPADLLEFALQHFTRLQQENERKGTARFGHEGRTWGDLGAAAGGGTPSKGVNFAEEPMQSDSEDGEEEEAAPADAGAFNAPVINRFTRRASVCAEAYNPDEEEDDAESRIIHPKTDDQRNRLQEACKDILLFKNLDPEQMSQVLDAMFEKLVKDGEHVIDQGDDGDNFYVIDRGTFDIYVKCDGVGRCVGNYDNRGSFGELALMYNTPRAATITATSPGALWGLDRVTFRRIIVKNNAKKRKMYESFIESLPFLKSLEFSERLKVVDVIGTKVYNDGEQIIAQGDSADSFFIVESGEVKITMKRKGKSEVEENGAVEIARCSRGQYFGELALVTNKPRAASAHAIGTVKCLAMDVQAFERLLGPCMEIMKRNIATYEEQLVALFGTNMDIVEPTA
# AddAB inh – less growth of phage-infected E. coli with AddAB. E. coli expressing H. pylori AddAB, absorbance growth. inhibition, % at 11.9 µM. hit rate 0.29% among 330,000; in the data active means inhibition above about 12%;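 further: 0% = vehicle wells of infected cells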
# Tat export inh – blocks Tat-dependent protein export in E. coli; E. coli MC4100 TorA-mCherry Tat export, fluorescence; inhibition, % at 10 µM; hit rate 0.036% among 340,000; AID 488895;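 active means mean replicate inhibition at least 50% and at least half of replicates individually reaching 50%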;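 further: exported cargo escapes ClpAP degradation while cytoplasmic cargo is degraded and loses fluorescence; 0% = median of neutral control wells and 100% = median of NaSCN control wells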
# * hit, by the source's call; · = not tested or not shown; + = active, no number.
[1] O=C(CSc1nnc(C2CC2)n1Cc1ccccc1)N1CCN(S(=O)(=O)c2ccccc2)CC1
[2] Cc1cc(C(F)(F)F)c(C#N)c(=O)[nH]1
[3] COc1ccc(-c2sc3ccccc3c2C#CCO)cc1
[4] COc1ccccc1Oc1cn[nH]c1-c1ccc(OCC(=O)NN)cc1O
[5] CN1C(=O)/C(=C\c2ccccc2F)Sc2ccc(C(=O)NC3CCN(Cc4ccccc4)CC3)cc21
[6] CCOC(=O)C1=C(c2cccc(F)c2)NC(=S)NC1C (stereo unspecified)
[7] Cc1ccc(-c2nnn(CC(=O)N(c3ccccc3)C(C(=O)NC(C)(C)C)c3cccs3)n2)o1 (stereo unspecified)
[8] Cc1ccc(CN2CCN(Cc3ccccc3-c3ccco3)CC2CCO)o1 (stereo unspecified)
entry no.	1	2	3	4	5	6	7	8
HTR5A ag	2	-1	3	5	1	2	0	1
CDK5 p35 inh	0.4	-1.5	0.7	3.0	1.2	1.2	-0.7	1.8
phage Ecoli inh	3.9	-0.9	-1.2	3.8	3.7	3.0	1.9	3.2
PKA-R1A act	4	-9	0	-2	10	15	-6	5
Ecoli viability	-2.0	2.1	1.4	-1.6	-1.4	-0.2	1.2	-0.2
HTR5A inv ctr	11	7	-9	-21	-4	15	-60	-3
SUMO Mot1 rescue	-9	+	1	16	-17	-10	0	-1
DAGLB inhibitor	0	-2	-2	5	-1	1	0	2
PKA-R2B act	-4	-5	5	4	2	-1	-7	-6
AddAB inh	-2.7	4.9	3.2	2.8	6.9	-0.3	1.8	0.3
Tat export inh	-1	-7	6	6	4	5	-9	-2

[9] CCOc1ccc(CCNC(=O)CCS(=O)(=O)c2ccc(Cl)cc2)cc1OCC
[10] CCCOc1ccccc1N1C(=O)CC(N2CCOCC2)C1=O (stereo unspecified)
[11] COc1ccc(CCNC(=O)COC(=O)Cc2ccccc2F)cc1
[12] CCCC(=O)Nc1ccccc1NC(=O)c1ccc2c(c1)OCO2
[13] CC(CCO)Nc1nc2c(c(=O)n(C)c(=O)n2C)n1Cc1cccc(Br)c1 (stereo unspecified)
[14] Cc1ccc(/C=N/NC(=O)c2nnn(-c3nonc3N)c2C(C)C)o1
[15] COc1cccc(-c2nnc(-c3ccc(C(F)(F)F)cc3)o2)c1
[16] O=C1NC(=O)/C(=C\c2cn(Cc3ccccc3F)c3ccccc23)N1
entry no.	9	10	11	12	13	14	15	16
HTR5A ag	3	5	7	2	2	0	-2	5
CDK5 p35 inh	1.1	-0.1	-7.3	-0.1	0.8	·	-0.4	-1.9
phage Ecoli inh	1.0	-1.3	2.7	3.2	1.2	-0.2	2.3	2.5
PKA-R1A act	-6	3	6	5	0	-3	1	-2
Ecoli viability	0.8	-0.1	-3.2	1.4	-1.4	-2.7	-1.2	-0.6
HTR5A inv ctr	-2	1	-28	-7	4	0	9	-15
SUMO Mot1 rescue	169	-3	-2	4	-14	18	·	-3
DAGLB inhibitor	2	1	-7	2	1	0	-9	3
PKA-R2B act	4	4	2	0	-8	0	-2	1
AddAB inh	0.4	0.7	-1.8	0.2	0.9	-0.1	-1.6	0.8
Tat export inh	-4	-11	6	-1	-8	-2	1	3

[17] COc1ccccc1CCNC(=O)c1cc(C2CC2)nc2c1cnn2C(C)C
[18] Cc1ccc(C)c(N=C2CCCN2Cc2ccccc2)c1C#N
[19] CCOC(=O)c1ccc(Nc2ccc(-c3ccc(OC)c(OC)c3)nn2)cc1
[20] COc1ccc(CCNC(=O)c2cc(-c3ccccc3)c(N3CCOCC3)s2)c(OC)c1OC
[21] CNC(=O)COC(=O)c1ccc2c(c1)S(=O)(=O)c1ccccc1C2=O
[22] Cc1cc(Cl)ccc1OCCCC(=O)Nc1cccnc1
[23] COc1cc(C2CC(=O)Oc3cc4c(cc32)OCO4)cc(OC)c1OC (stereo unspecified)
[24] COc1ccccc1C1=NOC(C)(c2nnc(-c3cccc(Cl)c3)o2)C1 (stereo unspecified)
entry no.	17	18	19	20	21	22	23	24
HTR5A ag	-4	2	-1	3	2	1	-1	0
CDK5 p35 inh	1.0	-2.9	0.0	-1.1	-0.7	0.1	1.1	0.5
phage Ecoli inh	2.9	0.8	2.2	2.1	0.2	2.8	0.9	0.5
PKA-R1A act	-7	-7	-13	-2	1	1	2	3
Ecoli viability	·	2.1	0.9	-3.1	2.3	-1.2	0.0	-0.5
HTR5A inv ctr	24	-5	-1	-13	-5	16	5	-7
SUMO Mot1 rescue	·	-4	3	27	-15	8	·	37
DAGLB inhibitor	-5	-6	-1	-2	-1	-3	0	-6
PKA-R2B act	-5	4	-11	9	-18	2	4	-11
AddAB inh	·	-0.6	-0.3	-0.5	3.5	2.5	0.9	0.6
Tat export inh	-5	1	-2	14	2	2	-12	-7

[25] Cc1cc(C(F)(F)F)cc(NNC(=O)NC(=O)c2ccc(Cl)cc2)n1
[26] Cc1nc(SCC(=O)Nc2cc(C)on2)c2c3c(sc2n1)CCCC3
[27] Cc1c(Cl)c(C(=O)NC2C3CC4CC(C3)CC2C4)nn1C (stereo unspecified)
[28] Cc1ccc(C(C(=O)NCCc2ccccc2)N(C(=O)c2csnn2)C2CC2)cc1 (stereo unspecified)
[29] COc1cc2c(cc1NC(=O)C(C)N1CCN(S(=O)(=O)c3ccccc3[N+](=O)[O-])CC1)oc1ccccc12 (stereo unspecified)
[30] COc1ccccc1CC(=O)Nc1ccc(C(=O)N2CCCCC2)cc1
[31] O=C(c1ccc2c(c1)OCO2)N1CCN(S(=O)(=O)c2ccc(Cl)cc2)CC1
[32] CC(=O)c1c(C)oc2ccc(N(C(C)=O)S(=O)(=O)c3ccc(F)cc3C)cc12
entry no.	25	26	27	28	29	30	31	32
HTR5A ag	-4	3	0	10	6	0	-2	1
CDK5 p35 inh	1.4	-1.5	-2.3	0.8	-0.4	-0.5	-5.2	0.4
phage Ecoli inh	2.1	-0.5	4.4	2.0	3.5	2.3	1.1	3.3
PKA-R1A act	-3	-10	1	11	3	-8	2	-1
Ecoli viability	1.2	-1.4	1.8	-0.2	-3.7	-2.0	2.5	-0.2
HTR5A inv ctr	30	-8	0	-6	-15	-16	-4	2
SUMO Mot1 rescue	-10	-35	48	5	·	-5	167	167
DAGLB inhibitor	-5	-2	0	-2	2	0	2	0
PKA-R2B act	-4	-3	20*	5	-7	-3	-11	10
AddAB inh	-1.1	0.5	3.1	0.4	-1.3	-2.2	2.9	-1.4
Tat export inh	-12	-3	0	5	-11	-6	5	0

[33] COc1ccc(CC(=O)NNS(=O)(=O)c2ccc([N+](=O)[O-])cc2)cc1OC
[34] O=C(CSc1nc2c(c(=O)n1-c1ccc(F)cc1)SCC2)N1CCCC1
[35] NC(=O)NNc1ncc(C(F)(F)F)cc1Cl
[36] CCOc1ccc(N(CC(=O)NCCc2ccc(F)cc2)S(=O)(=O)c2ccccc2)cc1
[37] CC(C)(C)OC(=O)COc1cc(O)c2c(=O)cc(-c3ccccc3)oc2c1
[38] S=C1NC2(CCCCC2)N=C1c1ccccc1
[39] CC1CCCN(C(=O)C2CCN(C(=O)Nc3ccccc3)CC2)C1 (stereo unspecified)
[40] CN(CCOc1ccccc1)C(=O)c1ccc(N2CCCC2)c([N+](=O)[O-])c1
entry no.	33	34	35	36	37	38	39	40
HTR5A ag	0	1	-1	-1	8	0	-3	-5
CDK5 p35 inh	0.1	2.1	-0.3	0.5	0.1	-1.2	-18	0.2
phage Ecoli inh	2.5	·	5.1	-2.1	6.2	3.0	2.7	1.7
PKA-R1A act	-7	1	2	-7	-4	-3	-3	-10
Ecoli viability	0.4	-2.4	-1.1	-1.7	-1.3	-0.7	1.6	-0.6
HTR5A inv ctr	5	-1	4	-1	1	0	8	13
SUMO Mot1 rescue	-11	7	-6	-4	11	27	-4	10
DAGLB inhibitor	-2	0	-2	-5	-5	0	0	-1
PKA-R2B act	-3	-3	-3	-9	1	5	-10	1
AddAB inh	3.2	3.7	1.1	-0.9	1.4	0.4	1.1	1.1
Tat export inh	-4	4	-4	10	3	1	-1	8

[41] O=C(c1nsc(Cl)c1Cl)N1CCCCC1
[42] C/C(=N\NC(=S)NCCc1ccccc1)c1ccc(C#N)cc1
[43] COc1ccc(-c2ccc(OC)cc2)cc1
[44] Cc1nc(Sc2ccccc2)c(C#N)cc1-c1ccccc1
[45] CC(C)Oc1ccc(C(=O)Nc2ccc(N3CCCC3)cc2)cc1
[46] C=C1CCN([C@@H](Cc2ccccc2)C(=O)NCc2ccc(Cl)cc2)S(=O)(=O)c2ccccc21
[47] C[C@H](NC(=O)c1cc2cc(Cl)ccc2n1C)C(=O)N[C@@H](Cc1ccccc1)C(=O)O
[48] O=C(c1n[nH]c2ccccc12)N1CCN(c2ccc(F)cc2)CC1
entry no.	41	42	43	44	45	46	47	48
HTR5A ag	2	3	1	5	17*	-3	2	0
CDK5 p35 inh	1.3	1.9	-1.3	-1.4	-0.4	-0.8	-0.6	-3.1
phage Ecoli inh	1.9	0.8	1.1	·	·	1.7	0.7	-0.1
PKA-R1A act	8	-4	0	5	-2	7	0	-2
Ecoli viability	1.2	-0.8	-2.4	-2.2	-1.1	-1.0	-1.4	-1.7
HTR5A inv ctr	-3	6	-5	21	3	-6	-8	0
SUMO Mot1 rescue	27	4	-24	-1	-9	-6	-7	-14
DAGLB inhibitor	-1	-2	-9	-23	17	-6	3	-1
PKA-R2B act	-6	-11	4	-10	-5	2	-5	7
AddAB inh	-0.6	-1.4	-1.1	0.2	0.6	3.5	-3.4	4.0
Tat export inh	-1	-5	-8	8	0	4	-1	0

# As a working copy, 9 of the compounds above.
[40] CN(CCOc1ccccc1)C(=O)c1ccc(N2CCCC2)c([N+](=O)[O-])c1
[41] O=C(c1nsc(Cl)c1Cl)N1CCCCC1
[42] C/C(=N\NC(=S)NCCc1ccccc1)c1ccc(C#N)cc1
[43] COc1ccc(-c2ccc(OC)cc2)cc1
[44] Cc1nc(Sc2ccccc2)c(C#N)cc1-c1ccccc1
[45] CC(C)Oc1ccc(C(=O)Nc2ccc(N3CCCC3)cc2)cc1
[46] C=C1CCN([C@@H](Cc2ccccc2)C(=O)NCc2ccc(Cl)cc2)S(=O)(=O)c2ccccc21
[47] C[C@H](NC(=O)c1cc2cc(Cl)ccc2n1C)C(=O)N[C@@H](Cc1ccccc1)C(=O)O
[48] O=C(c1n[nH]c2ccccc12)N1CCN(c2ccc(F)cc2)CC1
entry no.	40	41	42	43	44	45	46	47	48
HTR5A ag	-5	2	3	1	5	17*	-3	2	0
CDK5 p35 inh	0.2	1.3	1.9	-1.3	-1.4	-0.4	-0.8	-0.6	-3.1
phage Ecoli inh	1.7	1.9	0.8	1.1	·	·	1.7	0.7	-0.1
PKA-R1A act	-10	8	-4	0	5	-2	7	0	-2
Ecoli viability	-0.6	1.2	-0.8	-2.4	-2.2	-1.1	-1.0	-1.4	-1.7
HTR5A inv ctr	13	-3	6	-5	21	3	-6	-8	0
SUMO Mot1 rescue	10	27	4	-24	-1	-9	-6	-7	-14
DAGLB inhibitor	-1	-1	-2	-9	-23	17	-6	3	-1
PKA-R2B act	1	-6	-11	4	-10	-5	2	-5	7
AddAB inh	1.1	-0.6	-1.4	-1.1	0.2	0.6	3.5	-3.4	4.0
Tat export inh	8	-1	-5	-8	8	0	4	-1	0
